# High-throughput results deposited in PubChem BioAssay by National Center for Advancing Translational Sciences (NCATS).
# ERG Ets-DNA blk = ERG Ets/DNA interaction inhibition. P11308. fluorescence polarization, His-ERG Ets domain / labelled DNA. Potency, µM (top dose mostly 76.9 µM), for inactives: top-dose FP activity, negative = inhibition, hits mostly inhibitors. 370,000 compounds, 0.028% hits. AID 624246; active means well fitted inhibition curve with a large enough effect in the polarisation, with a control signal flat; inconclusive means small, poorly fitted or top-dose-only effect, or effect the other way, or a change in a side signal; inactive means no such curve, though single readings can be large or run the other way; the % refers to the polarisation;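 further: polarization taken with two DNA probes labelled with fluorescein and Texas red; potency means the concentration at half of the fitted maximal effect; % of control where 0% means no effect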
#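 His-tagged ERG Ets domain (1 uM in the protein solution; 300mM KCl, 50mM Tris-HCl, 1mM EDTA, 1mM DTT, pH 7.5) received compound, then a probe mix of 5 nM fluorescein-DNA and 100nM Texas-615-DNA. Fluorescence polarization was read for both dyes.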
# G9a inh = G9a (human) methyltransferase inhibition. Q96KQ7. G9a H3K9 monomethylation, AlphaScreen, 2 h. Potency, µM (highest dose often 102 µM), without a hit: at the highest dose activity, negative = inhibition, usual class: inhibitors. 350,000 compounds, 8.8% hits; further: potency means the concentration at half of the fitted maximal effect; on the % scale 0 is the no-effect control and ±100 the full control effect; nearly all actives have a fitted effect of over 75% in size
# Target sequence (Q96KQ7 913-1193 limits assumed): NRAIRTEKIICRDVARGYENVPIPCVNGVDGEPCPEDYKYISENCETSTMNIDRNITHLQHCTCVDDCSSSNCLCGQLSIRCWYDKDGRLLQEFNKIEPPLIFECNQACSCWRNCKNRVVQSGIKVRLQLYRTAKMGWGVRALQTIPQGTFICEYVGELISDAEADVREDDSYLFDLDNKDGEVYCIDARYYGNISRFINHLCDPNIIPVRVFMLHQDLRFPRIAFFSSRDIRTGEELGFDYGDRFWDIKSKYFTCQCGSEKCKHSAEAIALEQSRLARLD
#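 Compounds were preincubated with 20 nM G9a for 15 min, after which biotinylated H3K9 peptide (500 nM) and SAM (20 uM) started a 2 h room-temperature reaction. Monomethylated product was quantified by antibody-based AlphaScreen chemiluminescence.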
# PI4K2A block = PI4K2A (human) kinase inhibition; Q9BTU6; purified PI4K2A, ADP-Glo luminescence, 1 h; hits give low values; activity change, negative = inhibition, % at 76.9 µM; 420,000 compounds, 0.13% hits; in the data active means activity change below about -50%; inconclusive means mostly about -30% to -49%;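 further: -100% = wells without enzyme as full effect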
# Target sequence (Q9BTU6 whole entry, looked up): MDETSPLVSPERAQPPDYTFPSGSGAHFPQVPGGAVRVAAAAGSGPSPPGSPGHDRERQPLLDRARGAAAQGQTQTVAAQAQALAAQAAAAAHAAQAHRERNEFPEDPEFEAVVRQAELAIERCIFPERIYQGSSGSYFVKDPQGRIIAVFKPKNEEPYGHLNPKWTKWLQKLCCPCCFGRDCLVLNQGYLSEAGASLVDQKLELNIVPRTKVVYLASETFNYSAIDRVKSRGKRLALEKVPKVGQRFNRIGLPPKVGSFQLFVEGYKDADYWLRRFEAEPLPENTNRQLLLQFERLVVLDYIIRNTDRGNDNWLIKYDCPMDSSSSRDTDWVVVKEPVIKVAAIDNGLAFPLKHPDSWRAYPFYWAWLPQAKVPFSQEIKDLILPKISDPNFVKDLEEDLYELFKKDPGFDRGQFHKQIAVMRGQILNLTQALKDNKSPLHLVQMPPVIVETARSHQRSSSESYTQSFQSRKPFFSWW
#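 In this quantitative HTS, ADP production by PI4K2A was quantified luminescently after 1 h at ambient temperature; 100 microM adenosine served as plate-quality control.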
# Tb PGK inh = T. brucei PGK inhibition. 380,000 compounds, 0.043% hits. PGK/GAPDH coupled, Kinase-Glo luminescence, 60 min. Potency, µM (series often up to 57.5 µM), for inactives: at the top dose activity change, negative = inhibition, actives largely listed as inhibitors; further: potency means the concentration at half of the fitted maximal effect; on the % scale 0 is the no-effect control and ±100 the full control effect; nearly all actives have a fitted effect of over 60% in size
#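 Recombinant glycosomal PGK reaction used 1,3-bisphosphoglycerate generated in-well by GAPDH (100nM final) in 100mM TEA pH 7.6, 5mM MgCl2, 0.01% Tween-20. After 60 minutes at room temperature, ATP was read by Kinase-Glo Plus luminescence end-point.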
# HP1b chromo inh = blocks HP1-beta chromodomain binding to methylated histone tails; P83916; AlphaScreen HP1-beta / biotin-H3K9me3 peptide binding; Potency, µM (titrated, usually from 114 µM), inactives show at the highest dose activity change, negative = inhibition, actives largely listed as inhibitors; 390,000 compounds, 0.56% hits; further: potency means the concentration at half of the fitted maximal effect; nearly all actives have a fitted effect of over 70% in size; inactives centre near 23
# Target sequence (P83916 whole entry, looked up): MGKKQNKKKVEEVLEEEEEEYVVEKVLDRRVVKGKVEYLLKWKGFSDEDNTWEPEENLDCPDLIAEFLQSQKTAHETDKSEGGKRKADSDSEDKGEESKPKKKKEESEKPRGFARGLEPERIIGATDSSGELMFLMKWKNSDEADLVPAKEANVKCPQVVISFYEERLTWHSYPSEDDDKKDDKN
#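 Compound inhibition of the preformed complex between 50 nM HP1-beta and 50 nM biotinylated H3K9me3 peptide was read by AlphaScreen. Buffer was PBS pH 7.4 with 0.01% Tween-20. Incubations ran 30 min at room temperature, with 10 ug/mL donor/acceptor beads.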
# BAZ2B block = inhibitors of human BAZ2B bromodomain; AID 504333; Potency, µM (top dose mostly 114 µM), for the others: at the highest dose activity change, negative = inhibition, hits mostly inhibitors; 360,000 compounds, 4.4% hits; AlphaScreen BAZ2B-H3K14Ac peptide displacement; Q9UIF8; further: potency means the concentration at half of the fitted maximal effect; on the % scale 0 is the no-effect control and ±100 the full control effect; nearly all actives have a fitted effect of over 60% in size
#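 Inhibition is scored as reduced AlphaScreen emission. The BAZ2B/b-H3(5-23)K14Ac complex (50 nM each) in PBS pH 7.4, 0.01% Tween-20 meets compound (up to 110 uM) for 30 min at RT before bead addition.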
# Pin1 inhibitor = human Pin1 inhibition; Pin1 FP peptide displacement, HiFluor488, 10 min; AID 504891; 390,000 compounds, 0.009% hits; Potency, µM (highest dose often 115 µM), for the others: at the highest dose activity, negative = inhibition, usual class: inhibitors; Q13526; active means well fitted inhibition curve with a large enough effect in the polarisation, with a control signal flat, not every such curve was filed as active; inconclusive means small, poorly fitted or top-dose-only effect, or effect the other way, or a change in a side signal; inactive means no such curve, though single readings can be large or run the other way; the % refers to the polarisation; further: potency means the concentration at half of the fitted maximal effect; on the % scale 0 is the no-effect control and ±100 the full control effect
# GLS inhibitor = blocks human kidney-isoform glutaminase activity; GLS enzymatic activity, qHTS titration; Potency, µM (top dose mostly 45.5 µM), for the others: at the highest dose activity change, negative = inhibition, usual class: inhibitors; 410,000 compounds, 0.21% hits; AID 624170; O94925; further: potency means the concentration at half of the fitted maximal effect; on the % scale 0 is the no-effect control and ±100 the full control effect
#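 Read-out is an Amplex red fluorescence increase coupled through glutamate oxidase and HRP, measured before and after 30 min room-temperature incubation. hKGA is in 45 mM KH2PO4 (pH 8.2) with 0.02% Tween-20; glutamine added as 1mM solution.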
# JMJD2A Tudor inh = JMJD2A Tudor domain (human) inhibition | 390,000 compounds, 4.4% hits | AlphaScreen JMJD2A-Tudor / H3K4me3 peptide binding | Potency, µM (titrated, usually from 114 µM), for inactives: at the top dose activity change, negative = inhibition, actives largely listed as inhibitors; further: potency means the concentration at half of the fitted maximal effect; on the % scale 0 is the no-effect control and ±100 the full control effect; nearly all actives have a fitted effect of over 50% in size
# Active calls of the source: *; i = inactive; ? = inconclusive; . = not tested or not shown; & = joins results of further samples; [ ] = dose if it differs, or a comment. Unless noted, the call rests on the fitted dose curve; in most records, active means well fitted curve in the direction sought with a large enough effect; inconclusive means small, poorly fitted or top-dose-only effect, or another doubt; inactive means no such curve, though single readings can be large; an effect the other way counts as inactive or inconclusive.
SMILES,ERG Ets-DNA blk,G9a inh,PI4K2A block,Tb PGK inh,HP1b chromo inh,BAZ2B block,Pin1 inhibitor,GLS inhibitor,JMJD2A Tudor inh
CCCOC(=S)N/C(=N\S(=O)(=O)c1ccccc1)c1ccccc1,13.0%,10µM*,-0.7,i,-26.3%,7.0%,5.3%,-13.6%,-18.2%
COC(=O)C(/C=N/O)NC(=O)c1ccccc1 (stereo unspecified),0.3%,4.8%,-1.9,-3.7%,-6.9%,-3.0%,-3.3%,-13.0%,-17.2%
O=C(NCC1CCCO1)C1C2C=CC3(CN(Cc4cccs4)C(=O)C13)O2 (stereo unspecified),5.2%,-4.4%[59 µM],2.4,-5.5%,22.0%,-5.2%,-5.9%,-6.4%,1.3%
CCCOC(=O)c1c(NC(=O)C(C)Sc2nc(-c3ccccc3)cc(C(F)(F)F)n2)sc(C(=O)N(C)C)c1C (stereo unspecified),6.1%,11.2µM*,1.0,4.0%,9.7%,-1.4%,6.6%,0.8%,-14.1%
Cc1ccc(/C=N/NC(=O)CNC(=O)c2ccc(S(=O)(=O)N(C)C)cc2)cc1,-1.0%,-21.2%,-3.1,-1.6%,12.0%,-15.7%,-8.1%,0.9%,-9.1%
O=C(O)c1cc(N=Nc2c(O)[nH]c3ccc([N+](=O)[O-])cc23)ccc1Cl,-3.7%,-8.2%,-3.0,.,1.9%,?,8.8%,8.0%,-25.8%
COCCNS(=O)(=O)c1ccc(SC)cc1,.,17.3%[59 µM],-1.4,-2.5%[11.5 µM],-2.4%,-4.0%,5.0%,-1.8%,-8.9%
O=C(NCCS(=O)(=O)N1CCN(c2ccccc2F)CC1)c1cccs1,-2.2%,12.0%[0.501 µM],4.6,-2.7%,17.8%,7.4%,0.3%,3.2%,-9.6%
COc1cc(/C=N/NC(=O)c2cccc([N+](=O)[O-])c2)ccc1OCc1ccc(C)cc1,-6.6%,5.3%,-2.4,-0.1%,57.6%[activator],4.9%,0.4%,-9.2%,-7.9%
CC(=O)N1c2ccc(S(=O)(=O)N(C)CC(=O)NC(C)c3ccccc3)cc2CC1C (stereo unspecified),-7.7%,23.9%,-1.3,-1.5%,32.1%,-12.3%,1.4%,7.7%,-27.1%
NC(=O)c1ccsc1NC(=O)CN1C(=O)NC2(CCCC2)C1=O,2.3%,.,25.5,i,24.9%,.,5.9%,15.0%,-10.4%
Cc1cc(=O)[nH]c2nnc(SCc3ccc(C(F)(F)F)cc3)n12,2.4%,8.6%[59 µM],5.2,1.4%,23.8%,-2.8%,-5.2%,-10.0%,-6.8%
O=c1[nH]c(NCc2ccccc2)nc2c1CCCC2,-1.9%,-31.5%,-4.2,-4.7%,7.5%,11.4%,-1.6%,-5.9%,-5.4%
NC(=O)C1=CC2C3C=CC2(O)C(=O)OC3O1 (stereo unspecified),-6.2%,.,1.4,-7.1%,42.4%[activator],.,-13.6%,0.3%,4.2%
CCOc1ccc(NC(=O)CCC(=O)N2CCSc3ccccc32)cc1,-9.2%&-6.3%,-6.3%[59 µM],3.9&-5.7,-2.7%&-1.9%,35.2%&15.7%,?,10.5%&0.7%,2.6%&-11.4%,?
COc1ccc(CC(=O)Nc2sc3c(c2C#N)CC(C)(C)NC3(C)C)cc1OC,0.4%,4.6%,-4.8,-2.3%,24.4%,-0.5%,3.1%,4.8%,-12.8%
c1ccc(-c2csc(Nc3ncccn3)n2)cc1,-2.0%,-0.6%[59 µM],2.6,-8.2%,8.4%,8.3%,1.8%,3.0%,10.0%
CCOc1ccc(NC(=O)CN(C)C(=O)CCCn2c(=O)oc3ccccc32)cc1OCC,11.9%,8.4%[0.501 µM],2.4,-13.0%,4.2%,9.6%,0.8%,0.3%,-16.6%
CCN1CCN(Cc2c(O)ccc3c(C)cc(=O)oc23)CC1,12.1%,-48.8%,-1.7,-7.9%,35.4%,-3.9%,-4.2%,18.6%,5.0%
CC(=O)c1ccc(C(=O)Nc2nnc(-c3ccc(Cl)cc3)o2)cc1,-3.5%,12.7%[59 µM],-0.1,-2.8%,42.8%[activator],?,?,4.3%,-17.0%
CC(C)=CC(=O)Nc1nnc(-c2ccccc2C)s1,16.8%,2.6%,4.6,2.2%,15.0%,-13.9%,-0.2%,1.7%,4.2%
CCOc1ccccc1NC(=O)C1CCCN(S(=O)(=O)c2ccc(-n3cnnn3)cc2)C1 (stereo unspecified),-0.1%,-7.8%,-3.1,6.9%,10.5%,-2.0%,2.4%,0.2%,-8.8%
COc1ccccc1N1CCN(C(=O)c2cc(-c3ccco3)on2)CC1,0.5%,44.7µM*,3.9,-2.8%,2.9%,-8.2%,9.7%,4.8%,?
CN1CCN(C(=O)/C(=C/c2cccnc2)NC(=O)c2cccc(Br)c2)CC1,-1.9%,11.8%,0.0,3.5%,50.7%[activator],4.4%,-4.5%,-7.2%,3.2%
COc1cccc(CN2CCNC(=O)C2CC(=O)NCc2cc(C(C)C)no2)c1 (stereo unspecified),-7.7%,50.1µM*,3.1,2.4%,27.7%,2.3%,-2.8%,4.1%,-1.4%
COCCCn1c(SCc2nc3ccccc3c(=O)[nH]2)nc2ccccc2c1=O,-0.6%,-3.3%[59 µM],1.6,-1.7%,32.0%,-3.8%,2.7%,0.6%,4.9%
Cc1c(NC(=O)CN2C(=O)C(=O)N(Cc3ccccc3)C2=O)c(=O)n(-c2ccccc2)n1C,-28.7%,9.0%[59 µM],3.3,-5.2%,11.3%,-1.4%,0.4%,-2.2%,-3.4%
COc1ccccc1CNC(=O)c1cn(C)c(=O)c2cc(OC)c(OC)cc12,3.6%,-6.8%,-1.4,i,1.9%,-11.7%,-1.6%,?,12.6µM*
Cc1ccc(N(C(=O)C2CCC(=O)N2)C2(C(=O)NC3CCCCC3)CCCCC2)cc1 (stereo unspecified),-2.7%,34.9%[0.501 µM],-2.6,-8.4%,17.0%,?,-2.8%,8.3%,5.0%
CCOC(=O)c1nnn(-c2ccc([N+](=O)[O-])cc2)c1C,-0.6%,-33.1%,-2.8,1.2%,41.3%[activator],1.9%,1.8%,0.6%,-1.9%
O=C(c1ccc(F)cc1)N1CCCCC(Sc2nnc3ccccn23)C1=O (stereo unspecified),6.7%,2.6%[59 µM],7.8,-8.0%,9.2%,0.8%,-1.3%,-6.3%,-9.6%
COC(=O)c1ccc(CN2C(=O)NC(c3ccccc3)(c3ccccc3)C2=O)o1,11.7%,6.2%,-1.7,i,6.5%,-32.9%,5.9%,-0.4%,-9.5%
Cc1ccnc(NCc2cccc3ccccc23)c1,-9.0%,.,2.3,8.1%,42.7%[activator],-11.2%,-0.7%,-1.5%,-24.3%
O=C(Nc1ccc(NC(=O)c2ccccc2F)cc1)c1cccs1,12.5%,-43.1%[12.7 µM],-1.9,i,40.2%[activator],-0.1%,12.8%,-5.5%,8.1%
CCCC(=O)Nc1nc(-c2ccccc2)ns1,.,9.3%,0.5,-8.8%,48.6%[activator],-3.9%,3.4%,-7.0%,5.5%
COc1cc(C(=O)N/N=C/C2CC=CCC2)cc(OC)c1OC (stereo unspecified),.,-4.5%[59 µM],-3.6,i,21.7%,-33.1%,0.5%,1.0%,-5.5%
COc1ccc(-c2csc3ncn(CC(=O)N4CCOCC4)c(=O)c23)cc1,-11.0%,-28.3%,-0.7,i,44.7%[activator],-32.7%,-5.4%,-0.5%,-5.5%
O=C(O)/C=C/C(=O)c1ccc2c(c1)CCc1ccccc1-2,-3.6%,-1.9%[2.33 µM],?,-3.6%,17.1%,?,11.3%,?,-33.1%
CCc1ccccc1NC(=O)CSc1nnc(CNC(=O)c2ccco2)n1C,-2.6%,-5.0%,0.7,-8.7%,16.7%,-3.6%,-14.2%,2.0%,-12.0%
COc1ccc(O)c(-c2[nH]ncc2C(=O)c2cccc(C)c2)c1,3.0%,25.6%[2.33 µM],-2.8,-2.3%,51.0%[activator],1.8%,-7.7%,20.3%,-22.8%
CCOc1ccc(S(=O)(=O)N2CCN(C(=O)CCOc3ccccc3C)CC2)cc1,6.2%,12.6µM*,3.4,1.4%,26.2%,7.6%,2.5%,0.8%,-2.1%
CCn1c(SCC(=O)NCCCN2CCCC2=O)nnc1-c1cccc(C)c1,7.0%,-35.6%,3.8,1.7%,30.1%,-4.8%,2.8%,5.6%,-1.4%
NC(=O)c1nsc(C(=O)N(Cc2cccnc2)C(C(=O)NCc2ccc(F)cc2)c2ccc(O)cc2)c1N (stereo unspecified),-6.1%,-7.0%,-5.8,-3.8%,13.9%,-3.4%,0.4%,3.1%,-16.2%
Clc1ccc2nc(C3CCN(Cc4ccccc4)CC3)[nH]c2c1,-4.7%,31.0%[0.501 µM],8.0,.,6.5%,-6.8%,0.0%,-1.6%,-15.3%
Cc1ccc(Cl)cc1NC(=O)c1ccc2snnc2c1,-3.3%,4.5%[59 µM],-3.5,4.5%,38.2%,0.2%,0.1%,-3.1%,2.0%
COC(=O)c1c(-c2ccc(Cl)cc2)noc1N1CCN(c2ccccc2F)CC1,-2.1%,5.9%[59 µM],1.3,14.1%,25.9%,3.6%,6.5%,7.2%,-9.9%
